# Compound activity as filed in PubChem.
# UBC13 polyUb: inhibitors of human UBC13 polyubiquitin chain formation | inhibition, % at 20 µM | actives 0.47% (n = 330,000) | P61088 | TR-FRET; in the data active = inhibition above about 45%, passing the limit was not always enough
# Target sequence (P61088 whole entry, looked up): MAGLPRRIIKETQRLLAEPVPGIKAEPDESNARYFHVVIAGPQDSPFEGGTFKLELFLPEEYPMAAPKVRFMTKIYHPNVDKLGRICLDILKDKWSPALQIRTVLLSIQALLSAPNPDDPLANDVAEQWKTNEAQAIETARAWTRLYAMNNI
# HKDC1 inh: inhibitors of human hexokinase HKDC1; Q2TB90; recombinant HKDC1, G6PDH/diaphorase resazurin coupled fluorescence; inhibition, % at 20 µM; actives 0.16% (n = 340,000); AID 493160;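 active = inhibition above about 35% when tested at 20 µM, limit read from the data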;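 note: plate controls were DMSO wells with enzyme for no effect and DMSO wells lacking enzyme for full effect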
#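 Incubation: 90 min at room temperature in dark / Material: recombinant HKDC1 (HK5) hexokinase enzyme, produced in-house / Quantity: enzyme 5 µg/mL final / Compound: one dose of 20 µM, 1% DMSO / Reagent: glucose and ATP substrates / Buffer or medium: Tris pH 8.0 buffer with MgCl2, Tween-20, BSA, BME / Technique: resorufin fluorescence at 613 nm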
# SENP7 block: inhibitors of human SENP7 protease; Q9BQF6; recombinant SENP7, Z-RLRGG-aminoluciferin luminescence, 40 min; inhibition, % at 5 µM; actives 1.5% (n = 330,000); AID 434973;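 active = inhibition above about 50% at the single test dose, limit read from the data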;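 note: plate controls were DMSO with enzyme for no effect and no enzyme buffer wells for full effect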
# Target sequence (Q9BQF6 706-1050 limits assumed): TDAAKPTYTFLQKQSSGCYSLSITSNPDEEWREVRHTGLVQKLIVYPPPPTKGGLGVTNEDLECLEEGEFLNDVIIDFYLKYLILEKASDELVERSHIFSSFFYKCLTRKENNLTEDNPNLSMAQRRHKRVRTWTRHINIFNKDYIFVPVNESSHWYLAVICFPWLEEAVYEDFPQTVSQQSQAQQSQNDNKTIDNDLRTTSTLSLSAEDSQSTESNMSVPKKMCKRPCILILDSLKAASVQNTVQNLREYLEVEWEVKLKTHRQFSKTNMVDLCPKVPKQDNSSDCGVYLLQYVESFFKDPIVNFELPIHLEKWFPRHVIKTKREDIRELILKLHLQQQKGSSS
# beta cell repl: inducers of beta-cell replication in MIN6 cells | actives 0.29% (n = 330,000) | MIN6 cells proliferation, ATPlite luminescence, 48 h; cells starved in 0.2% serum; 100% = growth in 10% serum | proliferation, % at 10 µM;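 active = compounds whose signal lies at least 3.5 SD above the mean of all wells on their plate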;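 note: 0% = DMSO-treated cells in low-serum medium and 100% = 10% serum control; some compounds called inactive have numbers as strong as hits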
# SENP6 block: SENP6 protease inhibition; Q9GZR1; Recombinant SENP6 catalytic domain, aminoluciferin luminescence; inhibition, % at 10 µM; actives 1.8% (n = 330,000);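 active = inhibition above about 50% at the single tested dose, limit read from the data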;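 note: plate controls were DMSO wells with enzyme for no effect and DMSO wells lacking enzyme for full effect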
# Target sequence (Q9GZR1 628-1112 limits assumed): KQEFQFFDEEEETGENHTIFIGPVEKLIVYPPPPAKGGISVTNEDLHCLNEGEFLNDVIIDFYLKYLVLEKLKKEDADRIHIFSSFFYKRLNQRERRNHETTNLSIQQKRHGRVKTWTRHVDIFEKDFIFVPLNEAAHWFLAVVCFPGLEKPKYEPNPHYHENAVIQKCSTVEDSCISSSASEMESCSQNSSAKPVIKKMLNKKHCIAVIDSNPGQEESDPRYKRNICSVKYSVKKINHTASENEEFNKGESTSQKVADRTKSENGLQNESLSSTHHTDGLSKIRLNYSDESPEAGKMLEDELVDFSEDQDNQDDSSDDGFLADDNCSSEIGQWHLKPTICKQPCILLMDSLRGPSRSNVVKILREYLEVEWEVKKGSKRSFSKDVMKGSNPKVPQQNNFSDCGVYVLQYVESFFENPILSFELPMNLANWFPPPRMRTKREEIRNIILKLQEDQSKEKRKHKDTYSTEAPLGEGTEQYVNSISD
# SENP1 FRET inh: SENP1 (human) catalytic domain inhibition. AID 624204. Q9P0U3. actives 0.21% (n = 360,000). recombinant SENP1 catalytic domain, CyPet-SUMO1-YPet FRET cleavage. inhibition, % at 10 µM;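 active = inhibition at least 30% at 10 µM, raw YFP signal under a set limit, fluorescence ratio 0.5 to 1.5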;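 note: 0% = enzyme with DMSO and 100% = no enzyme wells; some results filed as inactive read as strong as hits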
#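 Test system: recombinant human SENP1 catalytic domain, His6-tagged / Medium: pH 8 Tris buffer with EDTA, NaCl, BME, BSA, NP40, catalase / Also added: SUMO1 FRET substrate flanked by Cypet and Ypet, 25 nM / Times: 50 min reaction at room temperature / Signal: FRET, CFP and YFP emission / Control set: no-enzyme low control and enzyme-plus-DMSO high control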
# PfGluPho inh: PfG6PD (Plasmodium falciparum) enzyme inhibition; PfGluPho enzyme, NADPH resazurin-diaphorase fluorescence; inhibition, % at 20 µM; actives 0.78% (n = 350,000); AID 504690;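 active = inhibition reaching at least a set limit at 20 µM in the primary screen, cut at about 59% in these data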;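 note: 0% = DMSO wells with substrate and 100% = DMSO wells lacking glucose-6-phosphate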
# SENP8 block-1: inhibitors of human SENP8 protease; recombinant SENP8, Nedd8 substrate fluorescence; Q96LD8; AID 602440; actives 0.64% (n = 360,000); inhibition, % at 20 µM; in the data active = inhibition mostly above about 40%, no sharp cut-off; inactive = mostly below about 27%
# SENP8 block-2: blocks the human protease SENP8 | Q96LD8 | purified SENP8, Z-RLRGG-aminoluciferin cleavage, luminescence | inhibition, % at 10 µM | actives 1.2% (n = 330,000) | AID 2540; in the data active = inhibition above about 50%
# * marks the source's active call; other numbers are inactive results; nt = not tested or not shown.
SMILES,UBC13 polyUb,HKDC1 inh,SENP7 block,beta cell repl,SENP6 block,SENP1 FRET inh,PfGluPho inh,SENP8 block-1,SENP8 block-2
Cc1cccc(NC(=O)C(CCC(N)=O)NC(=O)OCc2ccccc2)c1 (stereo not drawn),0.7,-4.9,-6.0,-0.8,-7.2,-0.4,14.3,11.2,0.3
CC(C)(C)NC(=O)C(c1ccncc1)N(C(=O)CNC(=O)c1ccco1)c1ccc(F)cc1 (stereo not drawn),6.0,1.6,-1.5,-1.8,-6.7,0.0,-5.9,11.7,3.3
C/C(=N/NS(=O)(=O)c1cccc([N+](=O)[O-])c1)c1ccc2c(c1)OCO2,-5.8,-1.1,2.4,-2.5,5.3,1.1,8.6,14.0,4.4
CC(=O)C1C(=O)C=C(c2cccs2)CC1c1ccccc1 (stereo not drawn),9.7,-3.4,-5.9,-4.7,-2.0,23.5,-19.7,15.1,3.3
COC(=O)[C@]1(C)CCC[C@@]2(C)C3CC[C@]4(OC(C)=O)C[C@@]3(CCC21)CC4=NO (stereo partly drawn),-1.0,-4.3,-8.5,-1.9,-9.7,2.0,-5.9,17.4,-16.4
CCOC(=O)c1ccc2nc(C(F)(F)F)[nH]c(=O)c2c1,-10.9,1.1,-7.1,-1.0,-16.7,0.0,-14.8,-295.0,-9.0
CN=Cc1sc2ccccc2c1O,-13.7,-5.7,-5.3,-0.8,-63.4,-101.9,8.3,-18.1,5.2
COc1ccc(C(CC(=O)Nc2cc([N+](=O)[O-])ccc2OC)c2ccccc2)cc1 (stereo not drawn),1.1,3.7,-0.5,0.0,1.7,1.2,17.7,10.4,-1.7
CN1CC[C@@]2([C@@]34CCN(C)C3Nc3ccccc34)c3ccccc3NC12 (stereo partly drawn),-1.5,-5.5,-0.1,1.0,-0.4,1.2,8.8,8.5,-8.2
CSc1snnc1-c1ccccc1,-3.8,-6.6,1.4,1.0,7.6,1.1,3.8,-1.7,9.9
COc1ccc(-c2c(C#Cc3ccsc3)c3cc(-c4ccc5c(c4)OCO5)ccc3n2C)cc1,-1.1,-0.8,6.0,-1.7,-11.6,-0.7,-5.5,-497.6,-3.9
Cn1cccc1C(=O)NC(=O)CSc1cccc[n+]1[O-],4.1,0.7,4.8,0.0,-2.8,-4.4,1.3,5.7,0.4
O=C(COc1coc(CN2CCc3ccccc3C2)cc1=O)N1CCOCC1,4.1,-1.9,-9.0,-1.9,-10.5,0.9,-11.3,8.3,-0.2
CC1CCCN(C(=O)c2ccc3nc[nH]c3c2)C1 (stereo not drawn),3.0,-0.9,-1.7,0.8,-5.0,-0.8,10.0,9.3,-5.1
COc1cc(C)ccc1OCCOc1cc(C)ccc1Cl,-7.8,3.4,-6.6,-1.0,-0.6,0.3,16.8,16.5,-13.5
CCOC(=O)CN1N=C(c2ccc(C)cc2)CCC1=O,4.4,-4.0,1.9,-5.1,1.2,1.2,-7.7,8.9,3.2
CC(=O)Oc1cccc(NC(=O)c2ccc3c(c2)C(=O)N(CC(C)C)C3=O)c1,0.2,-1.5,31.9,-2.7,41.7,1.4,1.3,11.1,12.1
COc1cc(C(=O)NNC(=O)Cc2cccs2)cc(OC)c1OC,-15.8,-3.9,1.7,4.7,12.8,2.2,-5.5,3.7,-9.1
CCn1nnnc1SCC(=O)Nc1ccc(N(C)C)cc1,6.3,4.4,2.4,0.0,-8.5,1.2,8.2,11.1,-3.4
CCN(CC)CCN(C(=O)CN1C(=O)CCC1=O)c1nc2cc3c(cc2s1)OCO3,-11.6,-6.0,-1.3,-1.9,-33.7,-5.4,-10.7,29.6,0.0

# The final 4 records of the section above are carried over, then new ones follow:
SMILES,UBC13 polyUb,HKDC1 inh,SENP7 block,beta cell repl,SENP6 block,SENP1 FRET inh,PfGluPho inh,SENP8 block-1,SENP8 block-2
CC(=O)Oc1cccc(NC(=O)c2ccc3c(c2)C(=O)N(CC(C)C)C3=O)c1,0.2,-1.5,31.9,-2.7,41.7,1.4,1.3,11.1,12.1
COc1cc(C(=O)NNC(=O)Cc2cccs2)cc(OC)c1OC,-15.8,-3.9,1.7,4.7,12.8,2.2,-5.5,3.7,-9.1
CCn1nnnc1SCC(=O)Nc1ccc(N(C)C)cc1,6.3,4.4,2.4,0.0,-8.5,1.2,8.2,11.1,-3.4
CCN(CC)CCN(C(=O)CN1C(=O)CCC1=O)c1nc2cc3c(cc2s1)OCO3,-11.6,-6.0,-1.3,-1.9,-33.7,-5.4,-10.7,29.6,0.0
O=C1CC(c2ccccc2)CC2=C1CN(C1CCCCC1)CN2 (stereo not drawn),-5.2,0.7,6.3,-3.4,-0.7,-41.2,20.0,-1.8,3.4
COc1ccccc1OCCNC(=O)CNC(=O)c1ccc(C(C)(C)C)cc1,3.5,-2.5,-1.0,3.9,2.3,0.6,1.0,0.8,5.1
CC(C)N1CCC(=O)NC1=O,nt,-6.6,nt,nt,nt,3.6,2.8,9.7,nt
COCc1cc(=O)[nH]c(SCC(=O)c2ccccc2)n1,-9.2,-0.1,7.5,-2.0,-1.5,3.2,-13.2,20.7,2.1
O=C(Nc1nc2ccccc2[nH]1)c1ccc([N+](=O)[O-])cc1,3.6,10.0,84.9*,-4.4,42.7,-46.0,8.7,23.4,14.6
O=C(CN1CCN(S(=O)(=O)c2ccccc2)CC1)Nc1ccc(Cl)c(Cl)c1,-9.4,8.2,-0.5,-4.0,4.5,2.3,12.9,11.6,-3.3
O=C(O)C1CCCCC1C(=O)NCc1ccc(Cl)c(Cl)c1 (stereo not drawn),2.5,-7.8,3.9,-0.6,2.8,-2.5,-4.0,-2.0,2.5
COc1cccc(CC(=O)OCC(=O)NC2CCCCCC2)c1,4.7,-5.6,-4.9,4.8,-24.0,0.7,-1.8,11.3,-0.3
Cn1c(N2CCCC2)nc2c1c(=O)n(Cc1ccc(Cl)cc1)c(=O)n2C,10.4,3.1,-1.5,5.8,-33.9,-0.6,2.1,24.8,-4.4
O=C(OC(C(=O)NCc1ccco1)c1ccc(Cl)cc1)c1cccs1 (stereo not drawn),-2.7,1.8,9.6,2.5,1.4,4.5,10.7,17.8,-3.0
CCOC(=O)C1CCCN(S(=O)(=O)c2c(C)noc2C)C1 (stereo not drawn),-3.3,-4.4,1.0,-0.5,3.4,0.6,-0.8,4.3,3.2
COc1ccccc1NC(=S)NCc1ccc2c(c1)cc(C)n2C,2.5,-5.3,2.8,-5.0,-5.1,-14.0,-3.3,-22.4,-6.7
CCOC(=O)c1cnc2c(cnn2C)c1Oc1ccc(OC)cc1,14.8,-0.5,8.3,0.5,-3.7,4.7,16.4,8.6,-3.9
COCC1CCN(C(=O)C2CCC(=O)N(C3CCCCCC3)C2)CC1 (stereo not drawn),-8.5,-2.8,6.3,-3.8,-6.6,-2.2,-12.4,1.5,-4.2
CCOc1ccc(S(=O)(=O)N2CCC(C(=O)N3CCN(Cc4ccccc4)CC3)CC2)cc1,-1.8,0.5,-15.2,-3.9,-8.6,1.1,-5.9,14.5,-9.9
CN1C2=CC=CC=CC2=[N+](C)C12C=CC(=[N+]([O-])[O-])C=C2[N+](=O)[O-] (stereo not drawn),-208.0,7.2,12.6,-0.2,15.9,-6.0,27.4,53.4*,4.1
N#CC1=C(S)N(c2ccc(F)cc2)C(c2ccco2)NC1=O (stereo not drawn),-5.7,10.0,4.7,-2.9,-4.4,-5.2,27.7,3.7,-7.3
COCC(=O)N/N=C\c1ccccc1OC/C=C/c1ccccc1,-2.4,3.2,-0.2,-6.6,6.0,3.5,12.7,-2.0,6.6
COc1ccccc1OCC(=O)N/N=C/c1cccc2cccnc12,-5.7,6.0,2.4,-1.2,-20.3,2.2,-7.6,7.0,1.3
COc1ccccc1CNS(=O)(=O)c1ccc2c(c1)NC(=O)CO2,-2.1,-1.0,7.0,-1.6,12.2,1.1,6.1,4.3,2.2
COc1ccc(CN2CCNC(=O)C2CC(=O)N2CCCO2)c(OC)c1 (stereo not drawn),3.4,-5.3,6.8,-3.6,11.0,-1.8,19.5,-27.8,0.9
COc1ccc(CNC(=O)C(c2ccc(O)cc2)N(Cc2ccco2)C(=O)c2snc(C(N)=O)c2N)cc1 (stereo not drawn),7.5,2.2,-9.2,-2.5,-5.4,-10.2,0.3,-319.3,-2.0
C=CCNc1nc(N)c([N+](=O)[O-])c(Nc2cccc(Cl)c2)n1,-13.4,-0.8,-4.8,3.7,-9.7,1.1,8.5,24.7,4.5
COc1ccc2cc(CO)n(C)c2c1,-21.5,-4.2,-10.3,-5.7,-5.8,-21.9,4.2,-262.4,-8.7
Cc1cc(C)nc(SCC(=O)N/N=C/c2ccc3c(c2)OCO3)n1,-0.3,-6.6,4.4,-3.6,61.7*,1.1,7.7,-6.3,52.4*
O=C(Cn1c(C(=O)N2CCN(C3CCCC3)CC2)cc2sccc21)c1ccccc1,0.9,0.6,9.3,-1.9,-9.1,1.5,18.7,10.8,-0.8
COc1ccc(Cc2nnc(NC(=O)C3CC(=O)N(c4ccccc4C)C3)s2)cc1OC (stereo not drawn),-7.8,-2.7,5.5,-0.9,-12.9,0.7,-10.8,8.7,-8.5
CN1CCN(CCC(=O)N/N=C/c2ccccc2F)CC1,8.0,-5.5,24.8,-2.4,-23.2,1.6,-7.2,19.4,1.3
Cc1ccc(NC(=O)CN(C)CC(=O)Nc2ccc(N3CCOCC3)cc2)cc1F,2.7,1.1,7.5,-1.9,0.4,0.2,-7.5,22.6,1.0
CCC(C#CCN1CCCCC1)(CC)OCCC#N,6.0,1.4,4.8,-1.6,1.2,-1.2,-7.4,11.6,-2.5
Cc1nnc(SCC(=O)Nc2nc(-c3ccccc3)cs2)n1N,-13.9,-10.4,-1.6,0.5,8.3,-0.5,-6.5,-1.5,-6.0
CCN(CC)c1ccc2cc(-c3nnc(-c4ccncc4)o3)c(=O)oc2c1,nt,17.7,nt,nt,nt,-26.1,20.0,-346.7,nt
Cc1cccc(NCc2cccc3ccccc23)n1,5.7,4.5,-2.5,-2.1,4.3,0.7,11.5,3.1,2.0
Cc1cc(/C=C2\SC(=Nc3ccc(N4CCOCC4)cc3)N(C)C2=O)c(C)n1-c1cccnc1,-6.5,13.9,-11.0,-3.1,-8.6,0.4,-3.7,32.1,-2.7
COc1ccc(NC(=O)C(c2cc3c(cc2[N+](=O)[O-])OCO3)N(C)c2ccccc2)cc1 (stereo not drawn),-3.4,-0.5,0.0,-3.4,-0.4,3.1,-3.5,-72.3,-3.1
C[C@H](NC(=O)c1cc2cc(Cl)ccc2n1C)C(=O)N1CCC(C(=O)O)CC1,nt,-4.6,nt,nt,nt,2.9,-3.7,6.4,nt

# Profiles as entered above. Screens in order: UBC13 polyUb | HKDC1 inh | SENP7 block | beta cell repl | SENP6 block | SENP1 FRET inh | PfGluPho inh | SENP8 block-1 | SENP8 block-2
# COc1ccc(CN2CCNC(=O)C2CC(=O)N2CCCO2)c(OC)c1 (stereo not drawn) is listed as 3.4 | -5.3 | 6.8 | -3.6 | 11.0 | -1.8 | 19.5 | -27.8 | 0.9
# CN1CCN(CCC(=O)N/N=C/c2ccccc2F)CC1 is listed as 8.0 | -5.5 | 24.8 | -2.4 | -23.2 | 1.6 | -7.2 | 19.4 | 1.3
